Screening results deposited in PubChem by MTDP.
RNase H inhibition: RNase H inhibition, HIV 1 Gag Pol polyprotein, FRET biochemical assay, screening (AID 372); HIV-1 RT RNase H, FRET RNA/DNA substrate fluorescence; higher % means a stronger effect; inhibition, % at 10 µM; hits with a dose series show IC50 in µM; hit rate 0.77% among 100,000; in the data active = inhibition above about 50%
The depositor's hits bear a star. This is a subset; the hit share may differ from the screen's.

SMILES	RNase H inhibition
Cc1ccc(Nc2cc(C)c3ccccc3n2)cc1	14.0%
O=C(Nc1ccc2nn(-c3ccc(Cl)cc3)nc2c1)c1ccc([N+](=O)[O-])cc1	31.0%
CC1CCN(C(=O)c2ccc(NC(=O)c3cccs3)cc2)CC1	6.0%
CCOc1cc(/C=C2\C(=O)NC(=O)N(c3cc(C)cc(C)c3)C2=O)ccc1OCC(=O)O	11.0%
CCOc1cccc(NC(=O)/C(C#N)=C\c2cc(OC)c(OCC(=O)O)cc2Br)c1	0.0%
Cc1nn(-c2ccccc2)c(N2CCCCC2)c1/C=N/O	8.0%
Cc1cc(C)cc(NC(=O)c2ccccc2Cl)c1	4.0%
Cc1ccc(-n2nc3ccc(NC(=O)c4ccco4)cc3n2)cc1Cl	15.0%
CC(C)(C)c1ccccc1OCC(=O)Nc1cccc(Cl)c1	9.0%
COc1ccc(CNC23CC4CC(CC(C4)C2)C3)c(OC)c1	8.0%

Molecules listed so far with an aryl methoxy group:
SMILES	RNase H inhibition
CCOc1cccc(NC(=O)/C(C#N)=C\c2cc(OC)c(OCC(=O)O)cc2Br)c1	0.0%
COc1ccc(CNC23CC4CC(CC(C4)C2)C3)c(OC)c1	8.0%

The listing continues.
SMILES	RNase H inhibition
O=C(C1CCN(CCCc2ccccc2)CC1)N1CCN(c2ccccc2)CC1	9.0%
C=C(C)c1cccc(C(C)(C)NC(=O)NCc2ccco2)c1	9.0%
Cc1cc(Cl)cc(C)c1OCCCCCCN1CCCC1	3.0%
COc1ccccc1-n1c(CN2C(=O)c3ccccc3C2=O)nc2ccccc2c1=O	10.0%
CC(=O)Nc1ccc(C(=O)Nc2ccc(S(=O)(=O)NC(C)=O)cc2)cc1	11.0%
O=C(C1=C(O)C(=O)N(c2nncs2)C1c1ccc(F)cc1)c1cccs1 (centres undefined)	17.0%
COc1cc(C=C2C(=O)NC(=O)NC2=O)cc(Cl)c1OCCOc1ccc(C)cc1C	11.0%
O=C1NN(c2ccccc2)C(=O)/C1=C/c1ccccc1OCc1ccc(F)cc1	15.0%
COc1ccccc1CNC(=O)CC(c1ccccc1)c1ccccc1	13.0%
COc1cccc(OCCCOc2cc(C)ccc2C(C)C)c1	23.0%

4 entries out of the list, ordered by molar mass, descending:
SMILES	RNase H inhibition
O=C(C1CCN(CCCc2ccccc2)CC1)N1CCN(c2ccccc2)CC1	9.0%
O=C1NN(c2ccccc2)C(=O)/C1=C/c1ccccc1OCc1ccc(F)cc1	15.0%
CC(=O)Nc1ccc(C(=O)Nc2ccc(S(=O)(=O)NC(C)=O)cc2)cc1	11.0%
Cc1cc(Cl)cc(C)c1OCCCCCCN1CCCC1	3.0%

Next part:
SMILES	RNase H inhibition
CCOC(=O)C1=C(C)N=c2s/c(=C/c3cc(Br)ccc3OC)c(=O)n2C1c1cc(OC)ccc1OC (centres undefined)	11.0%
COc1cc(C(=O)NC(NC(=S)Nc2ccc(Cl)c(Cl)c2)C(Cl)(Cl)Cl)cc(OC)c1OC (centres undefined)	15.0%
Cc1cccc(C(=O)Nc2ccc(I)cc2Cl)c1	4.0%
CCOc1ccccc1N1C(=O)NC(=O)/C(=C/C=C/c2ccco2)C1=O	4.0%
COc1ccc(/C=N/NC(=O)/C(=C\c2ccc3c(c2)OCO3)NC(=O)c2ccccc2)c(O)c1	10.0%
CCCCCCC(=O)Nc1nnc(CC(C)C)s1	0.0%
COc1cccc(NC(=O)C(=O)N2CCOCC2)c1	11.0%
CP(C)(=O)CCP(=O)(c1ccccc1)c1ccccc1	5.0%
COc1cc(C2C(C(=O)Nc3ccccc3C)=C(C)NC3=C2C(=O)CCC3)cc(OC)c1OC (centres undefined)	9.0%
Cc1cccc(N2C(=O)c3ccc(Oc4ccc([N+](=O)[O-])cc4)cc3C2=O)c1	5.0%
COc1ccc(C2C3=C(CC(C)(C)CC3=O)NC3=C2C(=O)CC(C)(C)C3)cc1Br	0.0%
c1ccc(-c2cnc(-c3cccnc3)o2)cc1	32.0%
Cc1cc(C)c(Cc2c(C)cc(C)c(/C=C(\C#N)C(N)=O)c2C)c(C)c1/C=C(/C#N)C(N)=O	9.0%
Cc1ccc2nc(-c3ccc(NC(=S)NC(=O)c4cccs4)cc3)sc2c1	36.0%
CCC1(C)CC(CCNCc2ccc(F)cc2)(c2ccccc2OC)CCO1 (centres undefined)	15.0%
Cc1cccc(NC(=O)CCC(=O)NCCO)c1	8.0%
CCOc1cc(C(=S)N2CCC(C)CC2)ccc1O	50.0%*
COC(=O)CN(c1ccccc1OC)S(=O)(=O)c1ccccc1	10.0%
O=C(c1cc(F)c(F)cc1Cl)N1CCN(c2ccc([N+](=O)[O-])cc2Cl)CC1	9.0%
COc1ccc(NC(=O)C2(C)CC3c4ccccc4C2c2ccccc23)cc1 (centres undefined)	13.0%
CCC1CCCCN1CCCOc1ccc(Br)cc1 (centres undefined)	4.0%
COc1ccc(C2/C(=C(\O)c3ccc(Cl)cc3)C(=O)C(=O)N2CCCCCC(=O)O)c(OC)c1 (centres undefined)	4.0%
O=C1OC(c2ccc(Br)cc2)=C/C1=C\C=C\c1ccccc1	6.0%
Cc1cccc(OCC(=O)Nc2ccc(C(C)C)cc2)c1	3.0%
CC1CCC(C(C)C)C(=O)/C1=C\c1ccc(N=Cc2cc(Br)ccc2O)cc1 (centres undefined)	12.0%
COc1ccc(NC(=O)/C(C#N)=C/c2cc(C)n(-c3ccc(C(C)=O)cc3)c2C)cc1	1.0%
COc1cc(C2SCC(=O)N2CCc2ccccc2)cc(OC)c1OC (centres undefined)	5.0%
Cc1oc(C(=O)O)cc1CSCc1cc(C(=O)O)oc1C	2.0%
N#Cc1c(N)nc2c(c1-c1ccco1)CCCCCC2	0.0%
COc1ccc(N2C(=O)NC(=O)/C(=C/c3ccc(OCCOc4ccccc4)cc3)C2=O)cc1	1.0%

Another view of 4 compounds above:
COc1cc(C2C(C(=O)Nc3ccccc3C)=C(C)NC3=C2C(=O)CCC3)cc(OC)c1OC (centres undefined)
  RNase H inhibition: 9.0%

COc1ccccc1-n1c(CN2C(=O)c3ccccc3C2=O)nc2ccccc2c1=O
  RNase H inhibition: 10.0%

COC(=O)CN(c1ccccc1OC)S(=O)(=O)c1ccccc1
  RNase H inhibition: 10.0%

O=C(C1=C(O)C(=O)N(c2nncs2)C1c1ccc(F)cc1)c1cccs1 (centres undefined)
  RNase H inhibition: 17.0%

The listing continues.
SMILES	RNase H inhibition
N#C/C(=C\c1ccc(-c2ccccc2)o1)C(=O)Nc1cccc2cccnc12	24.0%
O=C(CCCCC(=O)N/N=C/c1cccc(Oc2ccccc2)c1)N/N=C/c1cccc(Oc2ccccc2)c1	18.0%
O=C1C(=O)N(c2nncs2)C(c2cccc(Br)c2)/C1=C(\O)c1ccc(F)cc1 (centres undefined)	1.0%
O=C(CC1CCCCC1)Nc1ccccc1	0.0%
Cc1ccccc1NS(=O)(=O)c1cccc(C(=O)Nc2ccc(Cl)cc2)c1	9.0%
COc1cc(Nc2cc(C)c(C#N)c3nc4ccccc4n23)cc(OC)c1OC	3.0%
O=C(/C=C/c1ccc2c(c1)OCO2)Nc1ccc(Cl)cc1	2.0%
N#C/C(=C/c1cc2c(cc1[N+](=O)[O-])OCO2)C(=O)Nc1ccc(F)cc1	4.0%
COc1cc(/C=N/NC(N)=S)ccc1OCCSc1ccc(Cl)cc1	0.0%
COc1cc(C=Nc2cccc3c(N=Cc4ccc(OC(C)=O)c(OC)c4)cccc23)ccc1OC(C)=O	30.0%
O=C1C(=O)N(c2cccc([N+](=O)[O-])c2)C(c2ccc(F)cc2)/C1=C(/O)c1ccccc1 (centres undefined)	5.0%
O=C1C2C(c3ccc(Cl)cc3)OC3(C(=O)c4ccccc4C3=O)C2C(=O)N1c1ccc([N+](=O)[O-])cc1 (centres undefined)	10.0%
Cc1ccccc1/C=N/NC(=O)c1ccc(O)cc1	0.0%
COC(=O)C1=C(C)NC(=O)CC1c1ccccc1 (centres undefined)	0.0%
COc1ccc(C(=O)NC(=S)Nc2ccccc2Cl)cc1	11.0%
Clc1cccc(OCCCCOc2cccc3cccnc23)c1	35.0%
CCOc1ccccc1OCCOc1ccc(Cl)cc1	22.0%
Cc1ccc(Sc2ccc(/C=C3/SC(=S)N(C)C3=O)o2)cc1	45.0%
O=C(CCC1CCCC1)N1CCN(S(=O)(=O)c2ccccc2)CC1	1.0%
CC(=O)Nc1cccc(N=Cc2ccc3ccccc3c2)c1	38.0%
CCOc1ccc2nc(SCC(=O)Nc3ccc(Br)cc3C)sc2c1	12.0%
CCOC(=O)c1c(N)sc(C(=O)N(C)Cc2ccccc2)c1C	7.0%
O=C1/C(=C/c2cn(Cc3ccccc3Cl)c3ccccc23)Sc2ccccc21	16.0%
NC(=O)c1ccc(NC(=S)Nc2ccc(F)cc2)cc1	8.0%
Clc1cccc(C2N(c3ccccc3)CCN2c2ccccc2)c1Cl	10.0%
CCCCCCN1C(=O)C(O)=C(C(C)=O)C1c1ccc(Cl)cc1 (centres undefined)	7.0%
CC(C)NC(=O)c1cnn2c1NC(c1ccc(Br)cc1)CC2C(F)(F)F (centres undefined)	19.0%
CCCS(=O)(=O)c1c(S(=O)(=O)CCC)c2cc(-c3ccncc3)ccn2c1C(=O)c1ccc(OC)cc1	28.0%
C(=Nc1cccc2ccccc12)c1ccc(OCc2ccccc2)cc1	9.0%

Of the compounds above, 7 have a furan ring, fused or not:
SMILES	RNase H inhibition
Cc1ccc(-n2nc3ccc(NC(=O)c4ccco4)cc3n2)cc1Cl	15.0%
C=C(C)c1cccc(C(C)(C)NC(=O)NCc2ccco2)c1	9.0%
CCOc1ccccc1N1C(=O)NC(=O)/C(=C/C=C/c2ccco2)C1=O	4.0%
Cc1oc(C(=O)O)cc1CSCc1cc(C(=O)O)oc1C	2.0%
N#Cc1c(N)nc2c(c1-c1ccco1)CCCCCC2	0.0%
N#C/C(=C\c1ccc(-c2ccccc2)o1)C(=O)Nc1cccc2cccnc12	24.0%
Cc1ccc(Sc2ccc(/C=C3/SC(=S)N(C)C3=O)o2)cc1	45.0%
